# High-throughput results deposited in PubChem by several laboratories.
# IEC-6 tox = counter-screen for KLF5 inhibitors: cytotoxicity in IEC-6 cells. IEC-6 cytotoxicity, luminescence viability. inhibition, % at 5 µM. 290,000 compounds, 0.78% hits; in the data active = inhibition above about 22%;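 note: 0% = plate median of test compound wells and 100% = cytotoxic reference compound wells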
# GSK3 alpha inh = human GSK-3 alpha kinase inhibition; P49840; 320,000 compounds, 0.1% hits; ADP-Glo luminescence, 60 min; inhibition, % at 10 µM;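 in the data active = inhibition above about 50%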;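 note: GST-tagged GSK-3 alpha with peptide substrate and 25 µM ATP; 0% = DMSO neutral wells and 100% = GW8510 positive control wells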
# Target sequence (P49840 whole entry, looked up): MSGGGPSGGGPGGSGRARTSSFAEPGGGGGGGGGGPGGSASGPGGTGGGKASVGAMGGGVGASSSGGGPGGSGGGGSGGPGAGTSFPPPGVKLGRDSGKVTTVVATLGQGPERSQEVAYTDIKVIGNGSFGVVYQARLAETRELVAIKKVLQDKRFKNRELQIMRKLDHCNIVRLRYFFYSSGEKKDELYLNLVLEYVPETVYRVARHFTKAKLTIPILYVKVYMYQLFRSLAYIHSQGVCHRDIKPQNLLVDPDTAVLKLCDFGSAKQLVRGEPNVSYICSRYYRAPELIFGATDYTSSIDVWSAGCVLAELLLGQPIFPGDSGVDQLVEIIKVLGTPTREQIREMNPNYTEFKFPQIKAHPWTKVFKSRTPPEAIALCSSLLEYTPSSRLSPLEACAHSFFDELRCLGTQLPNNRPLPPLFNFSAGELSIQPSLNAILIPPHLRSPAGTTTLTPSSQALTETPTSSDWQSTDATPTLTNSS
# AI-2 QS mod = modulators of Vibrio harveyi AI-2 quorum sensing system. 300,000 compounds, 0.4% hits. Vibrio harveyi JMH597 AI-2 luminescence/OD600 ratio, 9 h; stronger effect = lower value; strain lacks LuxN and CqsS sensors; 0 = neutral-control median. activity change, % at 7.5 µM; in the data active = activity change below about -75%, passing the limit was not always enough;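 note: luminescence divided by OD600 gain over 9 h not by final OD600 alone; inactives centre near 13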
# HSP90 refold inh = inhibitors of HSP90 luciferase refolding in rabbit reticulocyte lysate; luciferase refolding luminescence, 3 h; inhibition, % at 5.6 µM; 290,000 compounds, 0.91% hits;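 active = inhibition above the screen-wide mean plus 3 SD, computed separately per campaign, cut at about 16% in these data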;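 note: 0% = DMSO wells and 100% = 60 µM geldanamycin wells; inhibitors lower the luminescence because luciferase stays unfolded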
# HSF1 activator = increases HSF-1 driven luciferase reporter signal. 300,000 compounds, 1.7% hits. activation, % at 9 µM. NIH3T3-HGL HSF-1 luciferase reporter, MG132, 8 h; 100% = twice DMSO control signal. AID 504408;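 active = mean replicate activation of at least 50% with a set share of replicates each reaching 50%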;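 note: 0% = median of the neutral control wells and 100% = twice that signal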
# HSF1 inh = HSF1 inhibition; AID 2098; 300,000 compounds, 0.77% hits; NIH3T3-HGL HSE-luciferase, MG132-induced, luminescence 8 h; stronger effect = lower value; activity change, negative = inhibition, % at 7.5 µM (by protocol);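 active = more than half of replicate wells show activity change below -50%, luminescence cut by over half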;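 note: luciferase reports HSF-1 transcriptional activity via heat shock element; 0% = median of DMSO wells and -100% = zero luminescence signal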
# KLF5 inh = kruppel-like factor 5 inhibition | 290,000 compounds, 0.23% hits | DLD-1 KLF5 promoter-luciferase reporter, luminescence | inhibition, % at 5 µM | AID 1700;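 active = inhibition above a per-plate limit of that plate's mean compound inhibition plus 3 SD, cut at about 60% in these data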;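 note: 0% = DMSO wells and 100% = LY294002 at 200 µM; higher means less KLF5 promoter-driven luciferase light; inactives centre near -14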
# GSK3B inh = human GSK3beta kinase inhibition; activity score (negative = inhibition), % at 10 µM; AID 2097; GST-GSK3beta kinase, ADP-Glo luminescence, 60 min; stronger effect = lower value; 300,000 compounds, 0.038% hits; P49841;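 active = more than half of replicate wells score below -50%, meaning over 50% inhibition versus plate controls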;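 note: 0% = median DMSO wells and -100% = median GW8510 positive control wells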
# Target sequence (P49841 whole entry, looked up): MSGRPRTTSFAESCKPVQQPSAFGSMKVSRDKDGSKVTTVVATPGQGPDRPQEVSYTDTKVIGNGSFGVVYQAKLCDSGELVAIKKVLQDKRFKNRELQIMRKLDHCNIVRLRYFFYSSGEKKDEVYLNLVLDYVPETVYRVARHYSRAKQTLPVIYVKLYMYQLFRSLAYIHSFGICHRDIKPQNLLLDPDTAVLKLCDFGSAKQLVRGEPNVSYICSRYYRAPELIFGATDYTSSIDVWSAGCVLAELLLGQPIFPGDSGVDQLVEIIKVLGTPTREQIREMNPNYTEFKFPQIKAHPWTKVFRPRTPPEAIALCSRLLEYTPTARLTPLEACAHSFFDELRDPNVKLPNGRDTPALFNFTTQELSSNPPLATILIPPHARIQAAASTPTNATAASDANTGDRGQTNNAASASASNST
#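 test system = GST-tagged human GSK3beta kinase, cell-free | reagent = 25 µM ATP with peptide substrate | dosing = one dose of 10 µM per compound | schedule = 60 min reaction, RT | detection = luminescent ADP-Glo measurement of ADP formed | control set = DMSO neutral wells and GW8510 at 20 µM as positive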
# * hit, by the source's call; . = not tested or not shown. A portion of the library, so the mix of outcomes need not match the whole.
SMILES,IEC-6 tox,GSK3 alpha inh,AI-2 QS mod,HSP90 refold inh,HSF1 activator,HSF1 inh,KLF5 inh,GSK3B inh
CCCn1cnc2c(c1=O)c1nc3ccccc3nc1n2CCC1=CCCCC1,-14,.,.,-4,.,.,-11,.
Cc1nnc(NC(=O)CSc2nc(C(C)C)nc3sc(C)c(C)c23)s1,-1,.,.,-1,.,.,-12,.
O=C(C1=C[C@H](c2ccccc2)C[C@H](OCc2ccc(CO)cc2)O1)N1CCCCCCC1,-8,.,.,7,.,.,-48,.
CCOc1ccc(C2C(C#N)=C(N)Oc3cc(C)n(CCN4CCOCC4)c(=O)c32)cc1OCC (stereo not drawn),1,.,.,0,.,.,1,.
CCOC(=O)C1=C(Cc2ccc(OC)cc2)C(=O)c2ccccc2C1=O,2,.,.,-2,.,.,15,.
Cc1ccc2c(c1)c1ncnc(N3CCC4(CC3)OCCO4)c1n2C,0,.,.,-2,.,.,-20,.
CC(=O)c1ccc(NC(=O)CSc2nnc(Cn3c(=O)sc4ccccc43)n2C)cc1,-5,.,.,-7,.,.,-14,.
CCOC(=O)c1sc(NC(=O)C2CCCO2)c(C(=O)OC)c1C (stereo not drawn),0,.,.,0,.,.,-28,.
CC1=C(C(=O)OCC2CCCO2)C(c2ccc(C)o2)C2=C(CC(c3ccc(N(C)C)cc3)CC2=O)N1 (stereo not drawn),-5,.,.,5,.,.,-4,.
COc1cc2[nH]c(=S)nc(NC3CCCC3)c2cc1OC,0,.,.,1,.,.,-38,.
Cn1c(=O)c2c(nc(SCC(=O)N3CCCc4ccccc43)n2C)n(C)c1=O,0,.,.,-2,.,.,15,.
CSc1ccc(/C=N/Nc2cccc(C(=O)O)c2)cc1,-8,.,.,25*,.,.,-73,.
COC(=O)[C@@]1(Cc2ccc(OC)cc2)[C@H]2c3cc(C(=O)N4CCCC4)n(CCc4c[nH]c5ccc(O)cc45)c3C[C@H]2CN1C(=O)c1ccccc1,-1,.,.,1,.,.,19,.
N#Cc1c(/N=C/c2ccc(Br)s2)sc2c1CCC2,9,.,.,5,.,.,8,.
Cc1ccc(Sc2ncnc3onc(C)c23)c(C)c1,0,.,.,0,.,.,-32,.
CCOc1nc(NC(=O)NS(=O)(=O)c2ccccc2F)nc(-c2ccccc2)n1,2,.,.,-1,.,.,-16,.
CC(C)c1ccc(NC(=O)CSc2nc3c(c(=O)[nH]2)CCC3)cc1,-1,.,.,8,.,.,-11,.
Cc1nn(-c2ccccn2)c2c1C(c1ccccn1)C1=C(CCCC1=O)N2 (stereo not drawn),0,.,.,-3,.,.,-26,.
Cc1ccc(NC(=O)c2csc(-c3ccccc3)c2C)cc1,0,.,.,34*,.,.,-115,.
Cc1ccc(NC(=O)C(C)N2C(=O)c3ccccc3C2=O)cc1S(=O)(=O)N1CCOCC1 (stereo not drawn),-10,.,.,-1,.,.,18,.
Cc1cccn2c(=O)c3cc(C#N)c(=O)n(CC4CCCO4)c3nc12 (stereo not drawn),1,.,.,-3,.,.,8,.
COC(=O)c1c(N)n(-c2cc(OC)cc(OC)c2)c2nc3ccccc3nc12,3,.,.,8,.,.,27,.
CCCCN(CCCNC(=O)C1CCN(S(=O)(=O)N2CCOCC2)CC1)Cc1ccccc1,4,.,.,3,.,.,1,.
Cc1ccc(C)c(NC(=O)CC(NCCCN2CCOCC2)C(=O)O)c1 (stereo not drawn),-2,.,.,-3,.,.,-17,.
C=CCNc1nc2c(c(=O)[nH]c(=O)n2C)n1Cc1cccc(C)c1,-1,.,.,0,.,.,-25,.
COC(=O)/C(=C/c1cn(C(C)=O)c2ccccc12)[N+](=O)[O-],3,.,.,0,.,.,-16,.
Cn1c(=O)c(C(=O)Nc2cccnc2)c(O)c2ccccc21,1,.,.,2,.,.,-35,.
FC(F)(F)c1ccccc1NC(=S)N/N=C1\CC2CC=CC12 (stereo not drawn),0,.,.,3,.,.,-3,.
CCOc1cccc2cc(C(N)=O)c(=N)oc12,0,.,.,-2,.,.,-14,.
CCN1C(=O)/C(=C\C=C\c2ccccc2[N+](=O)[O-])SC1=S,-6,.,.,-2,.,.,-18,.
CCOc1ccc(C2=Cc3cc(OC)c(OC)cc3C(=C(Cl)Cl)O2)cc1,-2,.,.,2,.,.,-22,.
CCOc1cccc2sc(NN)nc12,2,.,.,-1,.,.,-13,.
O=C(NN=C1CCC(=NNC(=O)c2ccccn2)CC1)c1ccccn1,0,.,.,4,.,.,-111,.
Cc1ccc(-c2nnc3sc(-c4ccc5c(c4)OCCO5)nn23)cc1,3,.,.,6,.,.,-41,.
CCOc1ccccc1CNC(=O)C1CCCN(c2nc3ccccc3o2)C1 (stereo not drawn),-4,.,.,-2,.,.,-24,.
Cc1ccc(NC(=O)CN2C(=O)S/C(=C\c3ccc(-c4cccc(C(=O)O)c4C)o3)C2=O)cc1C,2,.,.,1,.,.,-15,.
Cc1cccc(-c2c3c(=O)n(C)c(=O)n(C)c3c3nnc4ccccc4n23)c1,-6,.,.,1,.,.,-15,.
COc1ccc(-c2nnc3ccc(SCC(=O)Nc4cc(C)on4)nn23)cc1,1,.,.,-1,.,.,-8,.
CCCNc1ncnc2c1cnn2-c1ccc(OC)cc1,0,.,.,9,.,.,-125,.
NC(=S)n1[nH]c(-c2ccc([N+](=O)[O-])cc2)c(N=Nc2ccc(Cl)cc2)c1=O,0,.,.,8,.,.,-4,.
Fc1ccc(/C=C2\CCCC3=C2NC(=S)NC3c2ccc(F)cc2)cc1 (stereo not drawn),2,.,.,-2,.,.,-19,.
Cc1ccc(S(=O)(=O)N2CCN(c3nc(C)nc4sc5c(c34)CCC(C)C5)CC2)cc1 (stereo not drawn),0,.,.,1,.,.,10,.
CCn1c(-c2ccc(F)cc2)cnc1SCC(=O)N1CCCCC1C (stereo not drawn),2,.,.,1,.,.,-138,.
Cc1cccc(-n2c(N)cc(=O)nc2SC(C)C(=O)NC2CCCCC2)c1 (stereo not drawn),7,.,.,4,.,.,-20,.
COc1ccc(-c2[nH]ncc2CN(Cc2nccn2C)C(C)C)cc1F,0,.,.,-2,.,.,-8,.
O=S(=O)(c1cccs1)N1CN(Cc2ccc(Cl)cc2)c2nc3ccccc3nc21,7,.,.,-1,.,.,-40,.
NCC[C@H](O)C(=O)N[C@@H]1C[C@H](N)[C@@H](O[C@H]2O[C@H](CN)[C@@H](O)[C@H](O)[C@H]2O)[C@H](O)[C@H]1O[C@H]1O[C@H](CO)[C@@H](O)[C@H](N)[C@H]1O,6,.,.,-2,.,.,-18,.
O=C(CN1CCN(CCN2C(=O)c3cccc4cccc(c34)C2=O)CC1)c1ccc(Cl)cc1,-6,.,.,-1,.,.,-9,.
CCN=C1NN=C(c2cc(C)n(CCc3ccccc3)c2C)CS1,4,.,.,3,.,.,-11,.
CCN(C(=O)COC(=O)c1cc(C)n(-c2ccc(F)cc2)c1C)C1CCS(=O)(=O)C1 (stereo not drawn),3,.,.,1,.,.,-1,.
Cc1nn(-c2ccccn2)c2c1C(=O)C(Br)CC2 (stereo not drawn),-2,.,.,-6,.,.,-1,.
O=Cc1ccc(-c2ccc([N+](=O)[O-])cc2Cl)o1,2,.,.,3,.,.,-9,.
CCCCN1C2CCCC1CC(NC(=O)N(C(C)C)C(C)C)C2 (stereo not drawn),-4,.,.,-5,.,.,11,.
CCOC(=O)C1(c2ccccc2)NC(c2ccc(N(C)C)cc2)C2C(=O)N(C)C(=O)C21 (stereo not drawn),-5,.,.,2,.,.,-35,.
Fc1ccc(-c2nnc(CN3CCC(c4nc5ccccc5s4)CC3)o2)cc1,0,.,.,6,.,.,5,.
CCOC(=O)N1CCN(CC(O)COCc2ccc(Cl)cc2)CC1 (stereo not drawn),-1,.,.,3,.,.,-31,.
CCOc1ccc(C2CC(c3ccc(Br)cc3)Nc3nc(N)nn32)cc1 (stereo not drawn),-4,.,.,0,.,.,-16,.
O=C1Cc2cc(CCN3CCN(c4nsc5ccccc45)CC3)c(Cl)cc2N1,-1,.,.,6,.,.,5,.
COc1ccc2cc(CN(CC3COCCO3)S(=O)(=O)c3c(C)cc(C)cc3C)c(=O)[nH]c2c1 (stereo not drawn),-2,.,.,-3,.,.,-8,.
O=C(/C=C1\C(=O)Nc2ccccc21)/C=C1\C(=O)Nc2ccccc21,2,.,.,14,.,.,4,.
# New compounds follow.
SMILES,IEC-6 tox,GSK3 alpha inh,AI-2 QS mod,HSP90 refold inh,HSF1 activator,HSF1 inh,KLF5 inh,GSK3B inh
Cc1cccc(N2CCN(C(=O)c3ccc4ncsc4c3)CC2)c1C,36*,.,.,12,.,.,47,.
COc1cccc(-n2c(Cc3cc(=O)[nH]c(=O)[nH]3)nnc2SCC(=O)Nc2ccccc2)c1,-1,.,.,0,.,.,-6,.
CN(C)c1ccc(C(c2nnnn2C2CCCCC2)N2CCN(C(=O)c3ccco3)CC2)cc1 (stereo not drawn),1,.,.,0,.,.,-16,.
O=c1[nH]c(CN2CCN(Cc3ccccc3)CC2)nc2sc3c(c12)CCC3,5,.,.,4,.,.,-12,.
Cc1coc2c(C)c3oc(=O)c4c(c3cc12)CCC4,-2,.,.,-4,.,.,-6,.
COCCn1c(-c2cccs2)nc2c(c(=O)c3ccccc3n2C)c1=O,-1,.,.,0,.,.,7,.
CSCCC(=O)Nc1nc(-c2ccccn2)cs1,2,.,.,1,.,.,20,.
Cc1cc(C)c(NC(=O)C(C)Sc2nnc(-c3ccco3)n2-c2ccccc2)c(C)c1 (stereo not drawn),4,.,.,0,.,.,8,.
Cc1cccc(CSc2nc3ccncc3n2CC(=O)Nc2ccc(C)c(C)c2)c1,-2,.,.,6,.,.,-2,.
Cc1nc2ccccc2nc1N1CCCCC1,-5,.,.,1,.,.,-23,.
O=C(CCC(=O)N1CCc2ccccc21)N1CCc2ccccc21,4,.,.,-2,.,.,-33,.
CC(C)/C(C=O)=C(/NC1CCCCC1)c1ccccc1,.,3,21,.,.,.,.,-2
COc1ccc(C(=O)Nc2cccc3c2CCCC3)c(OC)c1,.,-6,-5,.,.,.,.,-3
O=C(N/N=C/c1ccc(O)c(O)c1)C1CC1,.,1,-8,.,.,.,.,-1
O=S(=O)(c1cccc(C(F)(F)F)c1)c1ccc(O)cn1,.,0,12,.,.,.,.,0

# Nothing new here: 2 of the compounds above.
SMILES,IEC-6 tox,GSK3 alpha inh,AI-2 QS mod,HSP90 refold inh,HSF1 activator,HSF1 inh,KLF5 inh,GSK3B inh
O=c1[nH]c(CN2CCN(Cc3ccccc3)CC2)nc2sc3c(c12)CCC3,5,.,.,4,.,.,-12,.
Cc1coc2c(C)c3oc(=O)c4c(c3cc12)CCC4,-2,.,.,-4,.,.,-6,.

# Later entries
SMILES,IEC-6 tox,GSK3 alpha inh,AI-2 QS mod,HSP90 refold inh,HSF1 activator,HSF1 inh,KLF5 inh,GSK3B inh
O=[N+]([O-])c1cccc(C=NNC(=S)NC23CC4CC(CC(C4)C2)C3)c1,.,.,.,.,-17,-17,.,.
O=C1c2nccnc2C(=O)N1Cc1ccccc1,.,.,.,.,-1,-1,.,.
NC1=NC(=O)NC1(c1ccccc1)c1ccccc1,.,.,.,.,-15,-15,.,.
O=S(=O)(c1ccc(F)cc1F)N1CCN(CCO)CC1,.,.,.,.,-2,-2,.,.
CCN(CC)CCCNc1ccc2ncn3c4ccc(O)cc4c(=O)c1c23,.,.,.,.,2,2,.,.

# Marked active in HSP90 refold inh (from the list above):
molecule | GSK3 alpha inh | AI-2 QS mod | HSP90 refold inh | HSF1 activator | HSF1 inh | KLF5 inh | GSK3B inh
CSc1ccc(/C=N/Nc2cccc(C(=O)O)c2)cc1 | . | . | 25* | . | . | -73 | .
Cc1ccc(NC(=O)c2csc(-c3ccccc3)c2C)cc1 | . | . | 34* | . | . | -115 | .
